Assay outcomes as filed in PubChem BioAssay.
XiGFP reactiv – reactivates the inactive X chromosome in mouse fibroblasts; 360,000 tested, 0.055% active; XiGFP mouse fibroblasts, % GFP-positive cells imaging, 3 d; cells co-treated with 5-aza-dC sensitizer; scaled so ellipticine positive control = 100%; AID 743238; activation, % at 7.58 µM;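 active = mean normalized replicate activation at least 10% and every replicate at or above 10%; inconclusive = only one of the two criteria met; inactive = mean below 10% and not all replicates reach 10%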;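 note: 0% = median of on-plate neutral control wells and 100% = ellipticine 6 µM median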
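Material: SV40-immortalized XiGFP fibroblast cells, line 68-5-11 | Buffer or medium: DMEM containing 5-aza-dC | Dosing: One concentration, pinned | Times: 3 d treatment, 15 min room-temperature fixation | Controls: Ellipticine 6 µM positive control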
E-selectin induc – E-selectin induction on HUVECs; activation, % at 7.58 µM; AID 686992; 260,000 tested, 0.37% active; HUVEC E-selectin immunofluorescence imaging; normalized: neutral wells 0, TNF-alpha wells 100;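 active = mean E-selectin-positive cell signal at least 10% of the positive control, reached in at least 60% of replicates, without over 20% cell loss; inconclusive = no rule given, readout overlaps actives, possibly toxicity-flagged; inactive = the rest, including those meeting only one limit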;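 note: in these data hits start at about 27%; measured in HUVEC primary endothelial cells; signal is the percent of cells scored E-selectin positive by PE staining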
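Test system: HUVEC | Signal: Immunofluorescence imaging | Read-out: Percent E-selectin-positive cells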
RAD52 inh – inhibitors of human RAD52 DNA annealing. inhibition, % at 18.7 µM. AID 651710. recombinant RAD52 DNA annealing, FRET fluorescence. P43351. 360,000 tested, 0.46% active;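 active = every replicate showing at least 50% inhibition; inconclusive = mean inhibition at least 50% but not in every replicate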
RAD54 inh – inhibitors of human RAD54 branch migration. RAD54 Holliday junction branch migration, FAM/BHQ fluorescence. inhibition, % at 10.4 µM. 360,000 tested, 0.14% active;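 active = mean normalized replicate activity at least 40 and at least half of replicates scoring 40 or more; inconclusive = only one of the two criteria met; inactive = mean below 40 and under half of replicates reaching 40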;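 note: 0% = median of neutral control wells and 100% = median of positive control wells; inhibitors cause a drop in the FAM fluorescence signal; in these data hits start at about 50%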
Target sequence (Q92698 whole entry, looked up): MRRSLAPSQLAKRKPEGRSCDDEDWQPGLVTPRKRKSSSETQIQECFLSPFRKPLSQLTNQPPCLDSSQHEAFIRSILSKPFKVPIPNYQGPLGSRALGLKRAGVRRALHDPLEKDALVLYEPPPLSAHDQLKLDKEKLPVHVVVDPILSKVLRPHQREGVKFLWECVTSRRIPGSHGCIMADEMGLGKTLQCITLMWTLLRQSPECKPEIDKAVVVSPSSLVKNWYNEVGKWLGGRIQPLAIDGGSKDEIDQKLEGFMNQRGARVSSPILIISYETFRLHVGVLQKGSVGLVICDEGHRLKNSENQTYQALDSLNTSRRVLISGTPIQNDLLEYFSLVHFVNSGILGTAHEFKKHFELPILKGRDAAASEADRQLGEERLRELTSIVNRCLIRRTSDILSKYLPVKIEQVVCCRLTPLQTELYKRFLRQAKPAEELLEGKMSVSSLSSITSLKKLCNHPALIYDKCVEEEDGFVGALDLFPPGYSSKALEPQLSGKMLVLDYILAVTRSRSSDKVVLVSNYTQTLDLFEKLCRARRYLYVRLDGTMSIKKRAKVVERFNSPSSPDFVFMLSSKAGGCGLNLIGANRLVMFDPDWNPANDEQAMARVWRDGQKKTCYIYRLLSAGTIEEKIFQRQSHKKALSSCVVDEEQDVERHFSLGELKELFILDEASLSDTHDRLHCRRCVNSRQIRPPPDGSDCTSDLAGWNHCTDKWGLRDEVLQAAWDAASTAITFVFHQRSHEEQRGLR
GSIS activator – primary screen for activators of insulin secretion dependent on glucose, INS-1E cells, GLuc reporter luminescence. INS-1E GLuc reporter insulin secretion, 2-3 h. activation, % at 16.6 µM. 370,000 tested, 0.61% active;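 active = lowest replicate activation of at least 40%, so every replicate reaches that level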;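 note: 0% = median of neutral control wells and 100% = median of IBMX positive control wells; some compounds called inactive have numbers as strong as hits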
DENV2 CPE rescue – inhibitors of DENV2 cytopathic effect | DENV2-infected cells, cytopathic effect rescue, plate reader | CPE inhibition, % at 9.99 µM | 350,000 tested, 1.7% active; in the data active = CPE inhibition above about 20%, passing the limit was not always enough; inconclusive = no clear call, values can overlap the other calls; tested in BHK-21 cells;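 note: 0% = median of neutral control wells and 100% = median of positive control wells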
Casp6 inh – inhibitors of human caspase-6; 350,000 tested, 0.53% active; P55212; AID 686996; purified caspase-6, Z-VEID-R110 cleavage fluorescence; inhibition, % at 12.5 µM;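 active = mean inhibition across replicates at least about 35%, with every replicate also reaching that limit, limit read from the data; inconclusive = only one of the two criteria met; inactive = neither criterion met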;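 note: 0% = median of neutral control wells and 100% = no fluorescence left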
CFTR F508del cor – CFTR F508del correction in bronchial cells | CFBE cells, YFP halide quenching; stimulated with forskolin plus potentiator P3; % fluorescence drop versus neutral controls | activity (quench increase), % at 7.58 µM | 350,000 tested, 0.36% active | AID 720511;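 active = mean added fluorescence quench of at least 8% versus neutral control, with both replicates also reaching 8%; inconclusive = only one of the mean or replicate conditions met; inactive = mean below 8% and not both replicates reaching 8%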;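 note: cells transiently co-express mutant CFTR-F508del with the halide-sensitive YFP; corrector assay measuring rescue of mutant channel to the surface after 24 h compound exposure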
Starred values were filed as active, the others as inactive; u = inconclusive; x = not tested or not shown.

SMILES	XiGFP reactiv	E-selectin induc	RAD52 inh	RAD54 inh	GSIS activator	DENV2 CPE rescue	Casp6 inh	CFTR F508del cor
O=C(O)COc1ccc(NC(=O)c2ccc3c(c2)C(=O)N(Cc2ccccc2)C3=O)cc1	0.0	-0.6	-7	-10	15	-8	2	-5.1
Cc1ccc(NC(=O)CNC(=O)CN2C(=O)c3ccccc3C2=O)cc1	-0.1	-0.2	-25	-2	18	u	-1	1.2
Cc1noc(C)c1S(=O)(=O)Nc1ccc2c(c1)C(=O)N([C@@H](C)CO)C[C@H](C)[C@@H](CN(C)CC1CCCCC1)OCCCC[C@H](C)O2	0.1	0.1	6	3	-9	6	-1	3.1
Cc1ccc([N+](=O)[O-])cc1S(=O)(=O)Nc1ccc(C(=O)N(C)C)cc1	0.0	0.1	-28	1	-2	-3	-2	0.8
CCC(C(=O)Nc1ccccc1-c1ccccc1)c1ccccc1 (stereo not given)	x	x	-2	1	-11	x	1	x
C[C@@H](O)C#Cc1cnc2c(c1)C(=O)N([C@@H](C)CO)C[C@H](C)[C@@H](CN(C)C(=O)c1ccncc1)O2	0.6	-0.2	1	6	9	5	0	-1.2
COc1cccc(NC(=O)C2C3C=CC(O3)C2C(=O)O)c1 (stereo not given)	0.1	x	-11	9	-3	0	3	0.4
COc1ccc(-c2cn(CC[C@H]3CC[C@H](N)[C@@H](CO)O3)nn2)cc1	0.3	-0.2	6	2	-7	5	2	2.3
O=C(Nc1cccc(Cl)c1)N[C@@H]1CC[C@H](CCNC(=O)C2CCC2)O[C@H]1CO	1.3	-0.2	6	-6	-3	0	2	2.9
O=S(=O)(Cc1ccccc1)N1CCCCN2[C@H](CO)[C@H](c3ccc(-c4ccncc4)cc3)[C@@H]2C1	-0.1	-0.1	-11	-6	-11	-4	0	4.2
COc1cccc(S(=O)(=O)N2C[C@H](O)COC[C@H]3O[C@@H](CC(=O)N4CCCCC4)CC[C@@H]32)c1	0.2	0.0	-17	-1	-1	-22	2	-1.2
O=C(Nc1ccc2[nH]ccc2c1)c1cccs1	-0.1	0.1	0	3	-5	17	2	1.2
Cc1ccc(C)c(Cn2nnc3c(=O)[nH]c(C4CCCN(C(=O)c5cccs5)C4)nc32)c1 (stereo not given)	0.4	x	-10	-4	-9	-2	10	1.1
COc1ccccc1CNc1nc(NCc2ccccc2)nc2ccsc12	0.2	-0.3	-5	-3	-26	-2	-1	-9.8
Cc1nc(C(=O)NNC(=O)c2ccc(C(F)(F)F)cc2)cs1	1.5	x	3	1	-5	-6	1	0.6
COCC#Cc1ccc2c(c1)O[C@H](CN(C)Cc1ccccn1)[C@@H](C)CN([C@@H](C)CO)S2(=O)=O	-0.8	-0.1	-9	-1	2	-4	0	1.6
C=C(C)C(=O)N1CC2(CC(c3cccc(NC(=O)c4ccccc4)c3)=NO2)C[C@@H]1C(N)=O (stereo not given in full)	0.0	0.0	-9	2	x	x	5	0.0
CCN(Cc1ccc2c(c1)OCO2)C(=O)/C=C/c1cccc(Br)c1	0.1	0.0	-2	-2	0	7	4	0.5
COc1cccc(/C=N/NC(=O)c2cc3c(OC)c(OC)ccc3[nH]2)c1OC	0.4	x	-14	x	-3	3	0	6.5
COc1ccc2c3c(n(C)c2c1)[C@H](CO)N(C(=O)NC(C)C)CC31CCN(CC2CCCC2)CC1	0.3	-0.2	8	x	-9	40*	-2	1.2
CC(=C/c1ccccc1)/C=N/N1CCN(Cc2ccc(C)cc2)CC1	-0.1	-0.2	-9	-8	-1	4	0	-0.3
CN(C)CC#Cc1ccc([C@@H]2[C@H](CO)N3CCCCN(S(=O)(=O)c4ccccc4)C[C@@H]23)cc1	0.3	-0.4	-10	-12	4	-17	6	-0.1
COc1ccccc1N1CCN(S(=O)(=O)c2cc(C(F)(F)F)cc(C(F)(F)F)c2)CC1	0.2	0.0	-15	11	-8	1	3	-0.9
CC(C)NC(=O)N(C)C[C@@H]1Oc2ccc(NC(=O)Nc3cccc4ccccc34)cc2CC(=O)N([C@H](C)CO)C[C@H]1C	-0.7	-0.4	5	3	7	-1	2	-1.0
C[C@H](NC(=O)c1nc[nH]c1C(=O)NCC(=O)OC(C)(C)C)C(=O)OCc1ccccc1	0.0	x	12	-9	-6	-7	-1	-4.0
SMILES	XiGFP reactiv	E-selectin induc	RAD52 inh	RAD54 inh	GSIS activator	DENV2 CPE rescue	Casp6 inh	CFTR F508del cor
CCOc1ccc(Oc2c(C)oc3cc(O)ccc3c2=O)cc1	0.0	x	-3	0	-14	-5	1	-0.3
C[C@@H]1CN([C@H](C)CO)C(=O)c2cc(NC(=O)Nc3ccc4c(c3)OCO4)ccc2O[C@H]1CN(C)Cc1ccc2c(c1)OCO2	0.0	0.3	3	x	-17	-2	-2	-0.6
O=C(COC(=O)CSc1cc(Cl)ccc1Cl)NCc1ccc2c(c1)OCO2	0.1	-4.0	0	2	-5	-4	7	-5.3
CN1CCN(C(=O)C[C@@H]2CC[C@H]3[C@@H](COC[C@@H](O)CN3C(=O)c3ccccc3F)O2)CC1	0.1	-0.2	-7	-1	-2	3	2	0.4
C[C@@H]1CN([C@@H](C)CO)C(=O)Cc2cc(NC(=O)Nc3cccc4ccccc34)ccc2O[C@H]1CN(C)C(=O)Nc1ccc(F)cc1	-0.1	0.2	14	2	-1	-4	-3	-0.2
Cc1oc(-c2cccc(Cl)c2)nc1CS(=O)(=O)CC(=O)NC1CC1	0.1	x	-4	11	12	5	-2	-4.3
CCN(C(=O)CN1CCN(C)CC1)c1c(N)n(Cc2ccccc2)c(=O)[nH]c1=O	0.2	-0.3	-48	-1	7	u	-3	-4.6
CO[C@H]1CC[C@H]2CCOc3c(C#N)cccc3C(=O)N(C)[C@H](C)C(=O)N(C)C[C@@H]1O2	-0.1	0.9	13	9	-1	16	-2	2.9
COc1ccc(CN2CCN(Cc3ccc(CO)o3)CC2CCO)cc1C (stereo not given)	0.0	x	1	-14	-10	u	0	3.5
O=C(NC1CCCC1)N1CCCCN2[C@H](CO)[C@H](c3ccc(-c4cccnc4)cc3)[C@H]2C1	0.2	0.0	8	17	8	-4	-2	1.2
CSc1nsc2nc(=O)c(/C=C3\C(C)=Nc4ccccc43)c(N)n12	-0.2	x	-297	-11	-40	4	8	-1.6
CC(C)CC#Cc1cnc2c(c1)C(=O)N([C@H](C)CO)C[C@H](C)[C@H](CN(C)Cc1cccc(F)c1)O2	0.2	-0.3	0	-9	-3	16	1	-0.4
O=C(Nc1ccc(F)cc1)N[C@H]1CC[C@@H](CCNS(=O)(=O)c2ccccc2F)O[C@H]1CO	0.0	1.7	-1	-13	-3	12	-5	-0.3
C=CCN1C(=O)CS/C1=N/c1nccs1	x	x	5	x	16	-1	1	0.0
CSc1ccc(CN2CCC(C)(Oc3ccc4ccccc4c3)C2)cc1 (stereo not given)	0.1	-0.2	1	-12	-32	-1	-1	0.2
CCNC(=O)Nc1ccc2c(c1)C(=O)N(C)[C@H]1CC[C@@H](CC(=O)NCC3CC3)O[C@H]1CO2	0.2	-0.1	x	-5	4	-2	x	0.2
CCOc1ccc(-n2c(-c3ccc(Br)cc3)c[n+]3c2CCCCC3)cc1	0.2	x	-10	x	-71	-6	-7	0.4
CO[C@@H]1CN(C)C(=O)c2ccc(NC(C)=O)cc2OC[C@H](C)N(C(=O)c2ccc(F)cc2)C[C@@H]1C	0.4	-0.3	6	-3	-8	u	-2	-2.9
Clc1cccc(-c2nc3c4ccccc4ccn3c2CC2CCCCC2)c1	0.3	x	-40	-7	-1	12	-9	3.7
COc1cc(/C=C/C(=O)OCC(=O)NC(=O)C2COc3ccccc3O2)ccc1OC(F)F (stereo not given)	0.1	-0.2	-11	-4	45*	-11	2	3.4
C=CCOC(=O)C(=O)/C=C/c1c(C)n(C)n(-c2ccccc2)c1=O	-0.1	-0.2	-2	0	2	6	-1	-1.6
CCS(=O)(=O)Nc1ccc2c(c1)C(=O)N(C)C[C@H](OC)[C@@H](C)CN(C(=O)COC)[C@@H](C)CO2	0.4	-0.1	7	-1	0	-6	-1	-3.4
O=C(NCc1ccncn1)[C@H]1[C@H](CO)[C@H]2Cn3c(cccc3=O)[C@@H]1N2CC1CC1	0.0	-0.3	-4	-13	0	0	0	x
CCOc1ccc(N2C(=O)CC(N(CCc3ccc(S(N)(=O)=O)cc3)C(C)=O)C2=O)cc1 (stereo not given)	0.1	x	-31	-1	17	0	2	0.9
CCCSc1nsc(N)n1	x	x	-2	x	-6	1	-4	1.5
SMILES	XiGFP reactiv	E-selectin induc	RAD52 inh	RAD54 inh	GSIS activator	DENV2 CPE rescue	Casp6 inh	CFTR F508del cor
O=C(Nc1ccc(F)cc1)C1CCCO1 (stereo not given)	0.1	-9.1	-2	x	1	4	-4	3.5
NC(=O)C1CCN(C(=O)CN(c2cccc(Cl)c2)S(=O)(=O)c2ccccc2)CC1	0.1	x	-7	3	36	12	3	-3.6
Cc1ccc(NC(=O)OCCN2CCN(Cc3ccccc3)CCC2=O)cc1	0.0	-0.2	-11	-11	-4	-1	3	-0.2
COCOCCn1cc(CN2CCS(=O)(=O)N(Cc3ccc(-c4ccc(F)cc4)cc3)C(C(C)C)C2=O)nn1 (stereo not given)	0.5	1.9	-16	-2	-19	0	3	2.6
COc1cc(NC2c3ccccc3C(=O)N2Cc2ccccc2Cl)cc(OC)c1OC (stereo not given)	2.9	3.2	-9	-6	10	-1	-3	1.6
CCNC(=S)N/N=C(\C)c1ccc2ccccc2c1OC(F)F	0.0	x	18	x	-7	x	7	-0.4
Cc1nc(C(F)(F)F)ccc1C(=O)N1CCC1(C)C(=O)NS(=O)(=O)c1cccc(C#N)c1 (stereo not given)	0.1	x	-10	3	x	-7	1	-2.0
Cc1c(C(=O)OCC(=O)N(C)CC(=O)Nc2ccc(F)cc2)oc2ccccc12	-0.1	-0.5	-14	-1	-38	-6	-1	1.5
